# FBW7 activator = human FBW7 E3 ligase activation, primary screen; Q969H0; AlphaScreen FBW7–phospho-cyclin E peptide binding, activator screen; normalized activity (activation), % at 26.1 µM; hit rate 0.13% among 650,000; in the data active = normalized activity above about 1.9%;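 note: purified mutant Fbw7 with reduced substrate affinity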
# MITF inh = blocks human microphthalmia-associated transcription factor | AID 1259374 | hit rate 0.91% among 650,000 | AlphaScreen MITF homodimerization, bead proximity signal | inhibition, % at 2.6 µM; in the data active = inhibition above about 50%;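 note: 0% = vehicle wells with protein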
# Target sequence (O75030 whole entry, looked up): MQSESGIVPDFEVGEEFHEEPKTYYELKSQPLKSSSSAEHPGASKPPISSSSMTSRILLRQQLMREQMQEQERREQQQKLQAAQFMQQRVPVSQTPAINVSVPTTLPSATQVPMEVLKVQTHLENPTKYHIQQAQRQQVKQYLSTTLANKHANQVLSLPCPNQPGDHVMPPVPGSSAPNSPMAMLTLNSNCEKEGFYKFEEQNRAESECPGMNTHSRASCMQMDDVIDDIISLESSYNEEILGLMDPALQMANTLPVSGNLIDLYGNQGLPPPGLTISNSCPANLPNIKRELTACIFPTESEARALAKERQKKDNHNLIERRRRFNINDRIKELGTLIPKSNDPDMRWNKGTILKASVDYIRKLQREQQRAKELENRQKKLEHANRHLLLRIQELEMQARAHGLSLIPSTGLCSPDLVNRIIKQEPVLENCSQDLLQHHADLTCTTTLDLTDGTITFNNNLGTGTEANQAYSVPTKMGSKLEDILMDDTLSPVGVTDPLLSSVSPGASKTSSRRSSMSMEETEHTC
# GPR151 ag = activators of human GPR151. PathHunter beta-arrestin GPR151 cells, luminescence. activation, % at 11.2 µM. hit rate 1% among 650,000; in the data active = activation above about 4.9%;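 note: 0% = median of compound wells and 100% = cells with positive control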
# Target sequence (Q8TDV0 whole entry, looked up): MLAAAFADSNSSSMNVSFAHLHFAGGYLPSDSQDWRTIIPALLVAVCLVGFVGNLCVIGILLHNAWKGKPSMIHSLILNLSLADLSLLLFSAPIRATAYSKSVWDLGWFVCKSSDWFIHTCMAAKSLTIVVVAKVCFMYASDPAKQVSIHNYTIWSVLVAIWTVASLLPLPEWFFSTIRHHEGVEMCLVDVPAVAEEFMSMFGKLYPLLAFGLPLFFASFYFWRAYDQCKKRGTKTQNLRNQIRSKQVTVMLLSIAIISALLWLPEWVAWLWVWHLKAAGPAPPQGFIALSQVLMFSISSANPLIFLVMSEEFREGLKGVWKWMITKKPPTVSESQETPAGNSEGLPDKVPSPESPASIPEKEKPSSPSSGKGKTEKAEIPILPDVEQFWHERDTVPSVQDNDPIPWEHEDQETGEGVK
# TEAD-YAP inh = TEAD-YAP interaction inhibition; inhibition, % at 9.12 µM; HEK-TIYL cells, TEAD-Gal4/YAP UAS-luciferase luminescence; hit rate 1.4% among 640,000; in the data active = inhibition above about 32%;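 note: 0% = median of test compound wells and 100% = reference inhibitor wells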
# Active calls of the source: *.
SMILES,FBW7 activator,MITF inh,GPR151 ag,TEAD-YAP inh
CCOC(=O)C1=C(C)N=c2s/c(=C\c3ccc(C(C)(C)C)cc3)c(=O)n2C1c1ccc(OCC)c(OCC)c1 (stereo not given),-0.1,14,0.0,2
c1cc(CNc2ccc3c(c2)CCC3)ccn1,-0.1,1,0.9,-12
CCN(CC)C(=O)C(=O)Nc1c(Cl)cccc1Cl,0.2,3,-1.8,-10
CCOc1ccc(C(=O)N2CCc3cc(OC)c(OC)cc3C2COc2ccc([N+](=O)[O-])cc2)cc1OCC (stereo not given),0.4,18,1.1,1
COc1ccc(C(NC(=O)COc2ccccc2)c2cc(Cl)c3cccnc3c2O)cc1 (stereo not given),-0.2,-2,-0.8,2
COc1cccc2sc(NC(=O)c3cc([N+](=O)[O-])ccc3Cl)nc12,1.0,10,0.8,10
COc1ccc(CN2C(=O)c3ccccc3C2C(=O)NCCCN2C(C)CCCC2C)cc1 (stereo not given),0.9,24,-0.2,4
O=C(CNC(=O)c1ccccc1F)OCC(=O)c1ccc(OC(F)F)cc1,0.1,1,-2.0,3
O=C(O)CCCC(=O)N1N=C(c2ccc(Br)cc2)CC1c1cccc([N+](=O)[O-])c1 (stereo not given),-0.2,0,-0.2,-10
COc1cc(NC(=O)CN2CCN(C3c4ccccc4-c4ccccc43)CC2)cc(OC)c1,0.1,7,0.9,-7
N#C/C(=N\Nc1cccc(C(F)(F)F)c1)C(=N)N1CCCCCC1,-0.1,-8,-0.8,-45
Cc1ccc(C)c(-n2c(CNC(=O)c3ccc(S(=O)(=O)N4CCOCC4)cc3)nnc2SCC(=O)Nc2nnc(C)s2)c1,0.0,-12,-0.1,-4
COc1cc(/C=C2/SC(=N)N(c3nonc3NC(C)=O)C2=O)cc(Cl)c1OC(C)=O,0.0,6,0.4,-1
Cc1cc2c(cc1S(=O)(=O)C(C)CC(=O)NCC(C)c1ccccc1)OCC(=O)N2 (stereo not given),-0.1,-9,0.6,2
Cc1ccc(SCCCNC(=O)Nc2ncccn2)cc1,-0.2,0,0.1,7
COc1ccc(-c2ncc(C(=O)NCCCN3CCCC3=O)s2)cc1,0.2,5,-1.6,-7
COc1ccc(/C=C(\NC(=O)c2cccc(Br)c2)C(=O)NCCCO)cc1,-0.1,6,-0.7,-7
O=C1CCCN1CCn1cnc2c(Nc3ccc(N4CCOCC4)cc3)nc(-c3ccc(N4CCOCC4)nc3)nc21,-0.1,6,2.4,-23
Cc1cc(C)cc(NC(=O)CCN2CCCC2)c1,0.0,-12,-0.4,6
CC(=O)OCC(OC(C)=O)C(OC(C)=O)C(OC(C)=O)C(=O)Nc1c(Cl)cc(Cl)cc1Cl (stereo not given),0.0,8,1.8,2

# Profiles from above. Order of values: FBW7 activator, MITF inh, GPR151 ag, TEAD-YAP inh
# COc1cc(NC(=O)CN2CCN(C3c4ccccc4-c4ccccc43)CC2)cc(OC)c1 is entered as 0.1, 7, 0.9, -7
# Cc1ccc(C)c(-n2c(CNC(=O)c3ccc(S(=O)(=O)N4CCOCC4)cc3)nnc2SCC(=O)Nc2nnc(C)s2)c1 is entered as 0.0, -12, -0.1, -4

# The list continues.
SMILES,FBW7 activator,MITF inh,GPR151 ag,TEAD-YAP inh
CC(C)CNc1ncnc2ccccc12,0.0,-11,2.2,12
COc1ccc(S(=O)(=O)N2CCCCCC2)c([N+](=O)[O-])c1,-0.3,-1,1.0,-4
O=C(c1ccc(Br)o1)N1CCN=C1SCc1cccc([N+](=O)[O-])c1,1.0,11,-0.6,-13
COCCNC(=O)C1CCC(CNS(C)(=O)=O)CC1 (stereo not given),0.0,0,1.6,2
Cc1ccc(Cl)c2sc(NC(=O)c3ccc([N+](=O)[O-])o3)nc12,0.0,7,1.2,9
CCCn1cnc2c1c(=O)n(C)c(=O)n2C,-0.2,-1,1.7,3
CCC(C(=O)OC)n1cnc2c(nnn2-c2cccc(Cl)c2)c1=O (stereo not given),0.2,11,0.2,-7
O=C(NC(Cc1ccccc1)c1ccccc1)c1ccco1 (stereo not given),0.2,12,0.4,-1
CCCN1C(=O)C(O)(CC(=O)c2ccccc2O)c2ccccc21 (stereo not given),-0.1,0,11*,6
COc1ccc2nc(Cl)c(C3CC(c4ccc(C)cc4)=NN3C(=O)CCCC(=O)O)cc2c1 (stereo not given),0.2,11,0.2,-6
CC1Cc2ccccc2N1CC(=O)Nc1ccc(N2CCOCC2)cc1 (stereo not given),-0.1,-2,-0.9,-1
COC(=O)c1ccc(CNC(=O)CSc2nc3sc(C)c(C)c3c(=O)n2C)o1,0.0,-4,-0.1,0
COc1ccccc1/C=C/C1=NC(=C\c2cccc(OC)c2OC)/C(=O)O1,0.3,15,0.8,-2
N#CC(C#N)=C1C(=O)Nc2ccc(Br)cc21,-0.1,5,-0.4,3
O=C(Nc1nc2ccccc2[nH]1)c1ccc(Cl)cc1Cl,-0.2,-10,-11,84*
Cc1ccc(C(=O)NCCNC(=O)c2ccncc2)cc1,-0.2,4,-1.6,-3
COc1ccc(N(Cc2cc3cccc(C)c3[nH]c2=O)S(C)(=O)=O)cc1,0.8,14,1.8,5
COc1ccc2nc(N3CCN(C(=O)c4cc(C)nn4C)CC3)sc2c1,-0.2,6,-0.2,-2
CN(CCNC(=O)NC1CC(=O)N(c2ccccc2)C1)Cc1ccccc1 (stereo not given),0.0,3,-0.1,-4
COC(=O)C(NC(=O)c1ccccc1F)(Nc1ncccc1C)C(F)(F)F (stereo not given),0.1,12,-1.1,17

# A different layout for seven compounds above:
Molecule	FBW7 activator	MITF inh	GPR151 ag	TEAD-YAP inh
CCCn1cnc2c1c(=O)n(C)c(=O)n2C	-0.2	-1	1.7	3
CCC(C(=O)OC)n1cnc2c(nnn2-c2cccc(Cl)c2)c1=O (stereo not given)	0.2	11	0.2	-7
O=C(NC(Cc1ccccc1)c1ccccc1)c1ccco1 (stereo not given)	0.2	12	0.4	-1
CCCN1C(=O)C(O)(CC(=O)c2ccccc2O)c2ccccc21 (stereo not given)	-0.1	0	11*	6
COc1ccc2nc(Cl)c(C3CC(c4ccc(C)cc4)=NN3C(=O)CCCC(=O)O)cc2c1 (stereo not given)	0.2	11	0.2	-6
CC1Cc2ccccc2N1CC(=O)Nc1ccc(N2CCOCC2)cc1 (stereo not given)	-0.1	-2	-0.9	-1
COC(=O)c1ccc(CNC(=O)CSc2nc3sc(C)c(C)c3c(=O)n2C)o1	0.0	-4	-0.1	0

# Next entries.
SMILES,FBW7 activator,MITF inh,GPR151 ag,TEAD-YAP inh
CC1Cc2cc(/C(O)=C3/C(=O)C(=O)N(CC4CCCO4)C3c3cccs3)ccc2O1 (stereo not given),0.0,19,0.6,2
O=P(O)(O)CN(CP(=O)(O)O)C1CCCCC1,0.4,21,0.2,4
CC(C)(C)N=CC(C=NC(C)(C)C)[N+](=O)[O-] (stereo not given),0.1,7,1.3,0
CCOc1ccc(C2C(C(N)=O)=C(C)Nc3nc(SCc4ccccc4F)nn32)cc1 (stereo not given),0.1,13,-0.3,9
O=C(CNc1ccc(F)cc1F)NC(=O)NCc1ccco1,0.1,0,1.6,2
O=C(CCNc1ccc(OC(F)(F)F)cc1)c1cccs1,-0.1,1,-1.0,-25
CCOCCOC(=O)c1[nH]c2c(c1C)C(=O)CC(c1cc(OC)ccc1OC)C2 (stereo not given),0.0,5,-0.5,45*
CCn1ccnc1CN(C)C(=O)c1ccc(OC2CCN(CCc3ccccc3)CC2)cc1,-0.2,0,-0.1,1
COc1cccc(-n2c(C)nn(CCCC(=O)O)c2=O)c1,0.0,-18,-0.6,-12
CC(=O)Nc1ccc2sc3ccc(NC(C)=O)cc3c2c1,-0.2,5,-0.3,-11
O=C1NC2(CCCC2)C(=O)N1Cc1cccc(Br)c1,0.0,2,1.5,5
CCOc1cc(/C=C2/C(=O)NN(c3ccc(C)c(C)c3)C2=O)ccc1O,-0.2,2,1.1,2
CC(=O)N/C(=C\c1ccccc1)C(=O)Nc1ccc(I)cc1,-0.1,-6,-0.3,-7
C=C(C)CN1C(=O)NC(CC)(C2CCN(Cc3cccc(OC)c3)CC2)C1=O (stereo not given),-0.2,6,1.9,4
COc1ccc(-c2cn3c4c(=O)n(C)c(=O)n(C)c4nc3n2CCN)cc1,0.0,12,2.2,13
CCc1nnc(NC(=O)CSc2ncnc3c2cnn3-c2ccc(Cl)cc2)s1,0.0,-1,1.2,-6
COC(=O)c1ccccc1OS(=O)(=O)c1cn(C)c(=O)n(C)c1=O,0.2,1,-1.6,4
Cc1nn(-c2ccccc2)c(Cl)c1/C=C(\C#N)c1nc2ccccc2s1,-0.1,-4,0.2,5
Cc1cc(NC(=O)CSc2nnc(Cc3cccn3C)n2Cc2ccccc2)no1,-0.1,13,0.7,-11
CCC(CC)C(=O)Nc1cccc(F)c1,0.1,5,4.3,-4
O=C(O)c1ccccc1-c1ccccc1C(=O)Nc1cc([N+](=O)[O-])ccc1O,0.4,14,2.0,7
OCCN(CCO)Cc1ccccc1F,1.1,11,-0.3,-7
CCC(CC)NC(=O)CSc1ncnc2sc3c(c12)CCC3,0.1,3,-1.8,0
CCCCNC(=O)CSc1nc2ccsc2c(=O)n1CCc1ccc(Cl)cc1,-0.1,1,-0.5,-4
COC(=O)CCC(=O)Nc1ccc(S(=O)(=O)Nc2cc(OC)nc(OC)n2)cc1,0.0,19,-1.7,-2
CCn1c(SCC(=O)N2CCOCC2)nnc1-c1ccccc1O,-0.2,6,0.7,11
Cc1cc(/C=C2/NC(=O)NC2=O)c(C)n1-c1cccc(C(F)(F)F)c1,-0.1,1,1.7,-6
O=C(Nc1cc(C(F)(F)F)ccc1Cl)c1cc2n(n1)C(C(F)(F)F)CC(c1ccc3c(c1)OCO3)N2 (stereo not given),0.1,14,0.4,3
Cc1c(C(=O)N2CCN(c3ccc(F)cc3)CC2)sc2ncnc(N3CCCCC3C)c12 (stereo not given),-0.1,-3,-0.7,-11
CC[C@@H](Cn1nc(-c2ccc(F)c(F)c2)ccc1=O)NC(=O)COC,0.0,4,0.5,-6
CC1CCCC(NC(=O)COC(=O)/C(C#N)=C/c2ccccc2)C1C (stereo not given),1.0,4,0.6,8
COc1cc(/C=N/N=C2\NC(=O)C(CC(=O)Nc3ccccc3)S2)cc(Cl)c1OC (stereo not given),0.1,-2,1.3,-8
Cc1ccc(NC(=O)Cn2cnc3sc(C(=O)N4CCN(C)CC4)c(C)c3c2=O)cc1Cl,-0.1,0,-0.6,8
Cc1cc(Cl)ccc1OCC(=O)N/N=C\c1cccs1,0.2,1,2.7,3
Cc1ncc(C[n+]2cccc(CO)c2)c(N)n1,-0.1,-5,-0.9,-1
c1ccc(-c2cnc3ccc(NCc4ccccn4)nn23)cc1,-0.1,-4,0.0,39*
Cc1cccc(C(=O)O)c1NC(=O)c1ccc(F)cc1,0.0,-9,-0.2,-10
COC(=O)c1cc(N2C(=O)C3C4C=CC(C(OC(C)=O)OC(C)=O)(O4)C3C2=O)ccc1Cl (stereo not given),0.0,-2,-0.7,-10
CCc1ccc(C(=O)CSc2nc(N)cc(N)n2)cc1,-0.1,10,-0.8,-14
COc1ccc(S(=O)(=O)N(C)CC(=O)O)cc1,-0.2,8,2.3,1
CCc1ccccc1NC1=NS(=O)(=O)c2ccccc21,-0.2,-4,0.8,-7
Cc1cnc(NC(=O)C2CCCO2)s1 (stereo not given),0.2,4,-1.9,-18
CC(=O)C1=C(C)NC(SCC=C(C)C)=C(C#N)C1C1C=CC(Cl)C=C1 (stereo not given),0.2,-7,5.4*,-3
CCOc1cc(C=O)cc(Cl)c1OCc1cccc(C(=O)O)c1,-0.1,8,-0.4,4
O=C(Oc1ccc(-c2noc(-c3ccc(OC(=O)c4cccc(F)c4F)cc3)n2)cc1)c1cccc(F)c1F,0.7,11,-0.9,-3
CCOC(=O)C1CCN(C(=O)CCNC(=O)Cn2cnc3ccccc3c2=O)CC1,0.4,6,-0.5,4
O=c1c(S(=O)(=O)c2ccccc2)c[nH]c2ccc(F)cc12,-0.1,-3,0.3,-13
COCCn1nnnc1C(C(C)C)N1CCN(c2ccccc2)CC1 (stereo not given),0.2,7,-0.7,8
Cn1ccc2cc(-c3cc(N)nc(N)n3)ccc21,-0.2,-3,-0.2,-4
CCOc1ccc(NC(=O)c2cccc(OC)c2)c([N+](=O)[O-])c1,0.1,22,-3.1,32*
Cc1ccc(Cl)cc1NC(=O)CC(NCCO)C(=O)O (stereo not given),-0.1,-1,1.7,1
COc1ccc(Cl)cc1S(=O)(=O)Nc1ccccc1C(=O)O,0.2,-1,1.7,11
Cc1nc2nc(SCc3ccc([N+](=O)[O-])cc3)nn2c(C)c1Cc1c(F)cccc1Cl,0.0,-4,5.7*,8
CC(C(=O)OCC(=O)c1ccc([N+](=O)[O-])cc1)N1C(=O)C2C3C=CC(C3)C2C1=O (stereo not given),-0.4,-9,-1.4,-1
COc1cc(/C=C2/N=C(c3cccc(Br)c3)OC2=O)cc(OC)c1OC,0.0,11,0.7,10
Cc1ccc(OCC(=O)Nc2cccc3nsnc23)c(C)c1,0.1,-4,-0.4,-9
CCC(=O)Nc1ccc(Cl)c(NC(=O)COc2ccc([N+](=O)[O-])cc2)c1,-0.2,-7,-1.4,-10
CC1CCN(C(=O)c2cc3oc4ccccc4c3n2C)CC1,-0.3,1,0.0,-7
O=C(Nc1ccc2c(c1)CN(C(=O)c1csnn1)CC2)c1ccc(C(F)(F)F)cc1,0.4,-3,-0.6,33*
CC1=C(C(=O)OCCc2ccccc2)C(c2ccc(Cl)cc2Cl)C2=C(CC(c3ccc(Cl)cc3)CC2=O)N1 (stereo not given),1.0,-27,1.8,0

# Part of the list above, as tab-separated lines:
SMILES	FBW7 activator	MITF inh	GPR151 ag	TEAD-YAP inh
Cc1ccc(Cl)cc1NC(=O)CC(NCCO)C(=O)O (stereo not given)	-0.1	-1	1.7	1
COc1ccc(Cl)cc1S(=O)(=O)Nc1ccccc1C(=O)O	0.2	-1	1.7	11
Cc1nc2nc(SCc3ccc([N+](=O)[O-])cc3)nn2c(C)c1Cc1c(F)cccc1Cl	0.0	-4	5.7*	8
